LDHA inh = blocks human lactate dehydrogenase A; purified LDHA, NADH/diaphorase-resazurin fluorescence; hits give low values; activity change, % (values are at about 110 or 230 µM); 480,000 tested, 0.15% active; AID 1347041; in the data active = activity change below about -30%; inconclusive = mostly about -25% to -30%;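 also: plate controls were DMSO wells for no effect and wells without enzyme for full effect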
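Remaining NADH was detected by diaphorase (0.133 mg/mL) converting 37 µM resazurin to fluorescent resorufin, read at 0 and 20 minutes. The preceding 5-minute room-temperature reaction used 2 nM LDHA, 0.2 mM sodium pyruvate and 0.06 mM NADH at pH 7.4.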
Glioma ERSR ind = induces the endoplasmic reticulum stress response in human glioma cells | U87-MG GRP78 promoter luciferase reporter, 16 h | Potency, µM, for inactives: at the highest dose activation, most hits filed as activators | 420,000 tested, 0.02% active | AID 602332; also: potency is read from the fitted curve at half-maximal effect; series mostly up to about 76 µM; % of control where 0% means no effect; nearly all actives have a fitted effect of over 35% in size
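Stably transfected U87-MG human glioma cells carrying a GRP78-based luminescent sensor were seeded at 1000 cells/well, pin-dosed with compounds and incubated 16 h. Luciferase reagent was then added, and end-point luminescence was read after 10 min at room temperature.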
Vif-A3G inh = blocks the Vif interaction with human APOBEC3G; HeLa A3G-eYFP + Vif (tagged APOBEC3G with the HIV-1 protein that degrades it), YFP fluorescence, overnight; 410,000 tested, 0.076% active; Potency, µM (titrated, usually from 46.1 µM), for inactives: at the top dose activity, negative = active, most hits filed as inhibitors; Q9HC16;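 also: potency is read from the fitted curve at half-maximal effect; % is scaled to controls: 0 for no effect and ±100 for the full control effect; nearly all actives have a fitted effect of over 60% in size; hits raise eYFP signal because A3G escapes Vif-driven loss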
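Read-out is eYFP fluorescence (Ex 488/Em 500-530) from Vif-expressing HeLa A3G-eYFP cells; more signal means A3G escaped Vif-mediated degradation. Cells plated overnight, compound pinned in, incubated overnight at 37 deg C.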
mIDH1 inhibitor = blocks human mutant IDH1 R132H enzyme; O75874; IDH1-R132H enzyme, NADPH consumption, diaphorase/resazurin fluorescence; Potency, µM (top dose mostly 76.6 µM), without a hit: top-dose activity change, negative = inhibition, most hits filed as inhibitors; 390,000 tested, 0.093% active; also: potency is read from the fitted curve at half-maximal effect; % is scaled to controls: 0 for no effect and ±100 for the full control effect; nearly all actives have a fitted effect of over 65% in size
Target sequence (O75874 whole entry R132H, stated change not applied): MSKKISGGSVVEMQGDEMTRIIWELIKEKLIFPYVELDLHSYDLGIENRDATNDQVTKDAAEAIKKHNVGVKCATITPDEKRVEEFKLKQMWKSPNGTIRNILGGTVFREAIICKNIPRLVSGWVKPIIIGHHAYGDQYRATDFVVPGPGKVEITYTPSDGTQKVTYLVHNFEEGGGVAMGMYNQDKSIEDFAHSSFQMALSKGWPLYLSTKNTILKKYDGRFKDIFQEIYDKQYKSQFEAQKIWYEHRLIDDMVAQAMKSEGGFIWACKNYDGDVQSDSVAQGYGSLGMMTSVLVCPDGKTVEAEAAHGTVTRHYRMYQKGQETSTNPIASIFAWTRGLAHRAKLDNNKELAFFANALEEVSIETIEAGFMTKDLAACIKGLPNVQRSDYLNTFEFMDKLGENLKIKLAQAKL
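IDH1-R132H (0.5 ug/mL dispensed) in pH 7.5 Tris buffer was preincubated 30 min with compound, then given a substrate mix of 0.016 mM NADPH and 2 mM alpha-KG for 80 min at room temperature; remaining NADPH was read by diaphorase/resazurin fluorescence.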
Vif-A3F inh = Vif-A3F binding inhibition | 390,000 tested, 0.2% active | Potency, µM (titrated, usually from 46.1 µM), without a hit: at the top dose activity, negative = active | HeLa A3F-eYFP + Vif (tagged APOBEC3F with the HIV-1 protein that degrades it), YFP fluorescence increase; also: potency is read from the fitted curve at half-maximal effect; % of control where 0% means no effect; nearly all actives have a fitted effect of over 65% in size
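HeLa cells stably expressing A3F-eYFP plus Vif, plated and incubated overnight at 37 deg C, then exposed to compounds overnight at 37 deg C. Blocked degradation read as raised yellow fluorescence (Ex 488/Em 500-530).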
TrxR1 substrate = rat thioredoxin reductase 1 substrate activity. 390,000 tested, 0.01% active. Potency, µM (series often up to 114 µM), for inactives: top-dose activity change, negative = substrate turnover. purified TrxR1 substrate turnover, NADPH consumption readout. O89049; also: potency is read from the fitted curve at half-maximal effect; % is scaled to controls: 0 for no effect and ±100 for the full control effect; nearly all actives have a fitted effect of over 50% in size
Target sequence (O89049 whole entry, looked up): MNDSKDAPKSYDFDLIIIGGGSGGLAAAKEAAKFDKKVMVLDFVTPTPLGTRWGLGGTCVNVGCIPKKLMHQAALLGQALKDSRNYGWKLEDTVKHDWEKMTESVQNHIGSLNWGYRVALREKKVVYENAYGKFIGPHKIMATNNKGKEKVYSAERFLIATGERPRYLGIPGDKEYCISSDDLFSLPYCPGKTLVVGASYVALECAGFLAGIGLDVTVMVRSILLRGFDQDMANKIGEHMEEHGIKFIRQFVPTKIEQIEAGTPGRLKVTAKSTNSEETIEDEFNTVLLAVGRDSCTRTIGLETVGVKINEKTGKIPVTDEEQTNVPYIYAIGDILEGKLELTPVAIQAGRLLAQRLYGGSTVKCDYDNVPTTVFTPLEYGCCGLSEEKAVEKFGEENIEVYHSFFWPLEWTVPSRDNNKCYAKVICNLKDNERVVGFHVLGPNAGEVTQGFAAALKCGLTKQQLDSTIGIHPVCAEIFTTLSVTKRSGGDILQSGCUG
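Rat TrxR1, dispensed at 90 nM, was prereduced with 400 uM NADPH (final) for 5 min at ~22 deg C, then incubated with compound 15 min before 400 uM selenite. A first-read NADPH fluorescence drop versus no-compound background flagged substrates.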
rTrxR1 inhibitor = blocks rat thioredoxin reductase 1; recombinant rTrxR1, NADPH fluorescence consumption, selenite substrate; Potency, µM (highest dose often 114 µM), for inactives: top-dose activity change, negative = inhibition, usual class: inhibitors; 390,000 tested, 1% active; also: potency is read from the fitted curve at half-maximal effect; % is scaled to controls: 0 for no effect and ±100 for the full control effect; nearly all actives have a fitted effect of over 65% in size
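Rat TrxR1 (90 nM in the dispensed reagent) was pre-reduced with 400 uM NADPH for 5 min at room temperature, then incubated with compound for 15 min. After 400 uM selenite was added, NADPH fluorescence (Ex 340/Em 450 nm) was followed for 8 min.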
USP1 inh = USP1/UAF1 (human) deubiquitinase inhibition; 390,000 tested, 0.23% active; AID 743255; O94782; Potency, µM (titrated, usually from 57.1 µM), for the others: top-dose activity change, negative = inhibition, most hits filed as inhibitors; recombinant USP1/UAF1, Ub-Rhodamine cleavage fluorescence; also: potency is read from the fitted curve at half-maximal effect; % is scaled to controls: 0 for no effect and ±100 for the full control effect; nearly all actives have a fitted effect of over 60% in size; inactives centre near -12
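USP1/UAF1 complex at 1 nM was preincubated with compound for 15 min at room temperature, then Ub-Rho substrate (150nM final) was added. Fluorescence (480/540 nm) was read kinetically, 6 reads every 60 seconds.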
RGS4 inhibitor = inhibitors of human regulator of G protein signaling 4; AID 504845; P49798; Potency, µM (series often up to 114 µM), for inactives: at the top dose activity change, negative = inhibition, most hits filed as inhibitors; Transcreener GDP fluorescence polarization, RGS4-accelerated GTP hydrolysis; 390,000 tested, 0.039% active; also: potency is read from the fitted curve at half-maximal effect; % is scaled to controls: 0 for no effect and ±100 for the full control effect; nearly all actives have a fitted effect of over 75% in size; some results filed as inactive show a strong effect at the top dose
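MLSMR compounds (23 nl, pin-transferred) preincubated 10 min at room temperature with a 500nM (2x) first reagent, then RGS4 at 900nM (2x) plus Transcreener GDP mix added; fluorescence polarization (620/688 nm) read before and after 90 min at 30 °C.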
Active calls of the source: *; ? = inconclusive; . = no result given; & = joins results of further samples; [ ] = another dose, or the depositor's remark. Unless noted, calls follow the shape of the dose curve; as a rule, active = well fitted curve in the direction sought with a large enough effect; inconclusive = small, poorly fitted or top-dose-only effect, or another doubt; inactive = no such curve, though single readings can be large; an effect the other way counts as inactive or inconclusive. Only part of the results is shown. The share of hits here may be higher or lower than overall.

Screens in order: LDHA inh	Glioma ERSR ind	Vif-A3G inh	mIDH1 inhibitor	Vif-A3F inh	TrxR1 substrate	rTrxR1 inhibitor	USP1 inh	RGS4 inhibitor
> COc1ccccc1NC(=O)Cc1noc(CSc2nnc(N)s2)n1
→ -10.1	-3.9%	-0.6%	1.5%	0.0%	9.1%[57.1 µM]	14.2%[57.1 µM]	3.3%	10.6%
> CC1(C)C2CCC1(CS(=O)(=O)Nc1ccccc1)C(=O)C2 (stereo not drawn)
→ -6.0	-7.6%	3.3%	5.7%	20.1%	0.0%	16.6%	-8.5%	11.9%
> C=C1c2cc(OC)ccc2NC(=O)N1CC
→ 2.4	-0.7%	2.9%	-7.5%	0.0%	92.4%[activator]	?	2.5%	-6.3%
> O=C(Nc1cc(Cl)ccc1O)c1cc2n(n1)C(C(F)(F)F)CC(c1ccc3c(c1)OCO3)N2 (stereo not drawn)
→ 1.1	-6.2%	-7.1%	6.2%	-16.0%	1.3%[57.1 µM]	28.5%[57.1 µM]	-20.3%	-23.0%
> Cc1ccc(CNC(=O)C(C)C2Sc3ccccc3NC2=O)cc1 (stereo not drawn)
→ -10.0	-4.8%	0.8%	10.4%	0.9%	4.8%	13.6%	-7.4%	29.9%
> Cc1onc(-c2ccccc2)c1C(=O)OCC(=O)Nc1cccc(Cl)c1
→ 0.3	-3.2%	0.3%	-3.7%	2.6%	-2.0%	7.8%	-21.0%	-26.7%
> CCN1CCN(C(=O)c2ccc(OC3CCN(CCc4ccccc4)CC3)cc2)[C@@H](C)C1=O
→ -6.9	-3.7%	3.0%	9.9%	-2.1%	3.6%	13.9%	-9.8%	9.7%
> COc1cc(CN2CCN(CCc3ccccc3)C(CCO)C2)cc(OC)c1 (stereo not drawn)
→ -6.2	-4.3%	-2.3%	2.5%	-7.6%	2.8%[57.1 µM]	11.2%[57.1 µM]	-7.2%	-8.0%
> Cc1sc2ncnc(N3CCC(C(=O)Nc4cc(Cl)ccc4Cl)CC3)c2c1C
→ -0.3	-2.5%	0.1%	7.2%	2.9%	5.9%	9.0%	-16.7%	-18.1%
> CCOC(=O)C1=C(COC(=O)CC(C)c2ccccc2)NC(=O)NC1C (stereo not drawn)
→ 1.3	-4.0%	1.7%	-5.7%	0.5%	2.2%	14.7%	-23.1%	0.4%
> Cn1c(=O)[nH]c(=O)c2c1nc(Br)n2CC(O)c1ccccc1 (stereo not drawn)
→ -4.1	-3.7%	0.5%	0.6%	-3.1%	7.5%[57.1 µM]	4.0%[57.1 µM]	-18.8%	3.1%
> COC(=O)c1cc(OC)c(OC)cc1NC(=O)Cc1cccs1
→ -6.0	-6.2%	-3.5%	-7.4%	2.9%	8.2%	18.1%	-30.8%	13.3%
> CCOC(=O)Cc1c(C)c2c(O)cc(O)cc2oc1=O
→ 22.9	-1.1%	2.4%	1.3%	1.8%	211.2%[activator]	40.5%[activator]	-5.9%	-10.3%
> CCCc1nc(SCC(=O)N2CCN(c3ccccc3)CC2)c2c(=O)n(C)c(=O)n(C)c2n1
→ -1.9	-2.9%	-1.3%	16.9%	1.4%	9.3%[57.1 µM]	4.0%[57.1 µM]	-11.2%	-17.2%
> O=C1N(Cc2ccccc2)c2ccc(Cl)cc2C12OCCO2
→ 0.1	-3.1%	?	0.0%	-22.1%	5.3%	24.0%	-26.2%	7.2%
> O=C(O)CCn1c(=O)n(CCC(=O)O)c(=O)n(CCC(=O)O)c1=O
→ -0.2	-5.8%	1.3%	?	-1.5%	0.4%[57.1 µM]	-0.8%[57.1 µM]	-6.6%	1.2%
> O=c1[nH]c(SCc2cccc(F)c2)nc2c1CCCC2
→ -3.5	-0.9%	0.0%	9.8%	-3.6%	-6.4%	-5.2%	-3.2%	11.3%
> CCOC(=O)c1cc2sccc2n1CC(=O)C(C)(C)C
→ -11.2	-5.5%	6.6%	-0.7%	-6.5%	-1.7%[57.1 µM]	9.3%[57.1 µM]	?	-4.3%
> C=Cc1ccc(CN2C(=O)N(c3ccc(C)c(C)c3)S(=O)(=O)c3ccccc32)cc1
→ -2.7	-1.3%	6.1%	12.1%	-12.3%	3.3%[57.1 µM]	22.4%[57.1 µM]	-9.8%	11.8%
> COc1ccc(NCc2ccccc2-c2nnc(-c3ccccc3)o2)cc1Cl
→ -9.4	-3.5%	1.5%	10.5%	-14.4%	-3.2%	4.1%	-17.3%	-0.9%
> O=C(NCC(c1cccs1)N1CCc2ccccc21)c1ccccc1 (stereo not drawn)
→ -2.4	-1.3%	-10.1%	7.5%	1.7%	-1.2%	7.3%	-22.8%	-26.9%
> CCCNC(=S)N1CCN(Cc2ccc3c(c2)OCO3)CC1
→ -1.3	4.0%	-1.8%	17.0%	-0.6%	3.6%	-0.3%	-21.6%	-4.4%
> CCCn1nnnc1NCc1ccc(OC)cc1OC
→ -3.6	-2.6%	-5.4%	-12.4%	-7.9%	-0.6%	18.5%	-12.5%	11.9%
> COc1ccc(S(=O)(=O)N2CCN(c3ccccc3)CC2)cc1C(=O)N1CCCC1
→ -0.3	-3.3%	-0.8%	-1.0%	12.0%	-1.6%	7.0%	-10.2%	4.0%
> N[C@@H](Cc1ccccc1)C(=O)N1CCC(C(=O)NCC(=O)Nc2ccc(F)cc2)CC1
→ 0.7	2.8%	-2.2%	12.4%	-4.3%	1.4%	-8.8%	-24.2%	4.9%
> COc1cccc(N(C(=O)c2snc(C(N)=O)c2N)C(C(=O)NCC2CCCO2)c2ccc3ncccc3c2)c1 (stereo not drawn)
→ -6.7	-3.1%	-5.2%	4.8%	0.2%	38.6%[activator]	27.0%	-3.2%	1.7%
> COc1ccc(C(C(=O)NC2CCCC2)N(CCO)C(=O)Cn2nnc(-c3ccc(C)o3)n2)cc1OC (stereo not drawn)
→ 1.1	-3.5%	-0.8%	-13.6%	-5.6%	-2.3%	-4.5%	-21.9%	4.0%
> COc1ccc(-c2cc(C(=O)n3cnc4ccccc43)c3ccccc3n2)cc1
→ 2.3	3.0%	-8.7%	1.8%	-4.6%	85.4%[activator][57.1 µM]	2.9%[57.1 µM]	-6.8%	18.6%
> CCOC(=O)CN(C(=O)CSc1nnc(COc2ccc(OC)cc2)n1C)c1ccccc1
→ 1.1	-1.9%	2.8%	9.0%	5.1%	19.1%[57.1 µM]	1.7%[57.1 µM]	-1.8%	-8.9%
> CCn1c(SCC(=O)NC2CC2)nc2ccccc21
→ -0.8	-0.6%	-2.2%	-0.1%	0.1%	.	.	-19.8%	.
> O=C(NCc1ccccc1)C1CC2CCCC(C1)C2=O (stereo not drawn)
→ 2.2	-1.4%	-0.5%	2.8%	-13.6%	8.1%	11.4%	-12.1%	-12.6%
> O=C1c2ccccc2C(Nc2ccc3c(c2)OCCO3)N1Cc1ccco1 (stereo not drawn)
→ 1.2	-7.0%	-5.0%	-2.5%	2.4%	5.2%	9.4%[57.1 µM]	-14.6%	-0.9%
> COc1ccc2occ(CC(=O)Nc3ccc(S(=O)(=O)Nc4nc(C)cc(C)n4)cc3)c2c1
→ -0.9	-1.9%	-4.4%	20.6%	-7.9%	1.3%	13.0%	-13.3%	-16.3%
> NS(=O)(=O)c1ccc(NC(=O)CSc2n[nH]c(=O)n2C2CC2)cc1
→ -0.6	-1.6%	1.7%	3.7%	-2.9%	-2.3%	7.8%	-19.5%	9.4%
> Cc1c(NC(C)c2cc(Cl)ccc2O)c(=O)n(-c2ccccc2)n1C (stereo not drawn)
→ 3.6	-3.8%	5.2%	7.8%	-6.7%	-4.3%	?	-5.3%	-3.7%
> CCOc1ccc(-n2c(C)c(C(=O)O)c3cc(OC)ccc32)cc1
→ -3.6&0.4	6.0%	4.4%	9.9%	?	2.3%	33.8%	-28.6%	13.1%
> CC(=O)C1=NN(c2ccccc2)C(c2cccs2)N1c1ccc(N(C)C)cc1 (stereo not drawn)
→ -0.4	-1.6%	-0.3%	2.2%	-11.5%	-11.4%	-11.8%	-17.1%	11.3%
> Cc1c(CCOC(=O)C23CC4CC(CC(C4)C2)C3)sc[n+]1Cc1ccccc1
→ -9.0	-4.9%	1.1%	11.6%	-9.1%	8.0%[57.1 µM]	8.2%[57.1 µM]	-18.1%	25.6%
> CCOCCCNC(=O)C1CCN(C(=O)Nc2ccc(C)cc2)CC1
→ -5.2	-3.4%	-0.2%	2.3%	0.0%	-3.1%	-9.8%	-6.9%	26.7%

3 structures already listed, sorted by formula weight, largest number first.
Screens in order: LDHA inh	Glioma ERSR ind	Vif-A3G inh	mIDH1 inhibitor	Vif-A3F inh	TrxR1 substrate	rTrxR1 inhibitor	USP1 inh	RGS4 inhibitor
> NS(=O)(=O)c1ccc(NC(=O)CSc2n[nH]c(=O)n2C2CC2)cc1
→ -0.6	-1.6%	1.7%	3.7%	-2.9%	-2.3%	7.8%	-19.5%	9.4%
> Cc1c(NC(C)c2cc(Cl)ccc2O)c(=O)n(-c2ccccc2)n1C (stereo not drawn)
→ 3.6	-3.8%	5.2%	7.8%	-6.7%	-4.3%	?	-5.3%	-3.7%
> O=C(NCc1ccccc1)C1CC2CCCC(C1)C2=O (stereo not drawn)
→ 2.2	-1.4%	-0.5%	2.8%	-13.6%	8.1%	11.4%	-12.1%	-12.6%
